Bioassay records from PubChem BioAssay.
Apaf-1 inh – blocks human Apaf-1 apoptosome activity; O14727; reconstituted apoptosome caspase-3 activity, DEVD-Rh110 fluorescence; inhibition, % at 20 µM; 0.71% of 330,000 active; active = inhibition of at least 40% at 20 µM;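 note: plate controls were DMSO wells for no effect and DEVD-CHO caspase inhibitor wells for full effect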
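System: Apoptosome proteins | Medium: Hepes pH 7.5 with detergent and BSA | Also added: Cytochrome c trigger plus (Z-DEVD)2-Rh110 caspase-3 substrate | Incubation: 30 min compound preincubation, 50 min activation, room temperature | Detection: Rhodamine 110 fluorescence at Ex 480/Em 540 nm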
SENP1 inh – inhibitors of human SENP1 SUMO protease catalytic domain; Q9P0U3; recombinant SENP1 catalytic domain, CyPet-SUMO1-YPet FRET cleavage; inhibition, % at 10 µM; 0.21% of 360,000 active; AID 624204;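 active = inhibition at least 30% at 10 µM, raw YFP signal under a set limit, fluorescence ratio 0.5 to 1.5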;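 note: 0% = enzyme with DMSO and 100% = no enzyme wells; some results filed as inactive read as strong as hits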
Target sequence (Q9P0U3 419-644 limits assumed): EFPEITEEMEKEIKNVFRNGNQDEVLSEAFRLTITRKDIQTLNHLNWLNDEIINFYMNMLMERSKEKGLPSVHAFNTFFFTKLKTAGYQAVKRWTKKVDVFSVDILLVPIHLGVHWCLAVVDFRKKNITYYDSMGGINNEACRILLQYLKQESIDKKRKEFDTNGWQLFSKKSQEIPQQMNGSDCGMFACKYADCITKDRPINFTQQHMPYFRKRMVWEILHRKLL
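Assay system: hSENP1 catalytic domain, recombinant. Amount: SENP1 enzyme, 20 pM final. Schedule: 50 min reaction, RT, dark. Technique: FRET, CFP and YFP emission. Control set: no-enzyme wells low, DMSO-plus-enzyme wells high control.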
SENP8 block-1 – inhibitors of human SENP8 protease; purified SENP8, Z-RLRGG-aminoluciferin cleavage, luminescence; inhibition, % at 10 µM; 1.2% of 330,000 active; Q96LD8; AID 2540; in the data active = inhibition above about 50%
Target sequence (Q96LD8 whole entry, looked up): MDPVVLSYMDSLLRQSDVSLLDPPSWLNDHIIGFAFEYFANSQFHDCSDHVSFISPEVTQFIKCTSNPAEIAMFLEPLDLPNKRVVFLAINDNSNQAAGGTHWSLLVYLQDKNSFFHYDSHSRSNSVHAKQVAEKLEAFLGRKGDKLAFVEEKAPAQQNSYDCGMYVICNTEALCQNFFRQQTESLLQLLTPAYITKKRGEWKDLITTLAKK
HKDC1 inhibitor – HKDC1 (human) hexokinase inhibition | recombinant HKDC1, G6PDH/diaphorase resazurin coupled fluorescence | inhibition, % at 20 µM | 0.16% of 340,000 active | AID 493160;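 active = inhibition above about 35% when tested at 20 µM, limit read from the data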;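 note: plate controls were DMSO wells with enzyme for no effect and DMSO wells lacking enzyme for full effect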
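Assay system – recombinant HKDC1 (HK5) hexokinase enzyme, produced in-house · Input – HKDC1 at 5 µg/mL · Reagent – glucose plus 1 mM ATP as hexokinase substrates · Timing – 90 min reaction incubation at room temperature, dark · Measured by – G6PDH/diaphorase-coupled fluorescence, 1 mM NADP, 100 µM resazurin, 525/613 nm · Benchmarks – DMSO-enzyme wells negative, buffer-substituted wells positive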
SENP6 block – inhibitors of human SENP6 protease. Q9GZR1. Recombinant SENP6 catalytic domain, aminoluciferin luminescence. inhibition, % at 10 µM. 1.8% of 330,000 active. AID 2599;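 active = inhibition above about 50% at the single tested dose, limit read from the data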;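 note: plate controls were DMSO wells with enzyme for no effect and DMSO wells lacking enzyme for full effect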
NALP3 yeast inh – inhibitors of NALP3 inflammasome in yeast; Yeast reconstituted NLRP3/ASC/caspase-1, beta-gal luminescence, 24 h; inhibition, % at 10 µM; 0.39% of 330,000 active; AID 2825;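 active = inhibition of 50% or more; inactive = inhibition below 50%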;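 note: plate controls were induced DMSO wells for no effect and uninduced yeast grown without galactose for full effect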
SENP8 block-2 – inhibitors of human SENP8 protease; Q96LD8; recombinant SENP8, Nedd8 substrate fluorescence; inhibition, % at 20 µM; 0.64% of 360,000 active; AID 602440; in the data active = inhibition mostly above about 40%, no sharp cut-off; inactive = mostly below about 27%
PfG6PD inh – PfG6PD (Plasmodium falciparum) enzyme inhibition. PfGluPho enzyme, NADPH resazurin-diaphorase fluorescence. inhibition, % at 20 µM. 0.78% of 350,000 active;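 active = inhibition reaching at least a set limit at 20 µM in the primary screen, cut at about 59% in these data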;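 note: 0% = DMSO wells with substrate and 100% = DMSO wells lacking glucose-6-phosphate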
SENP7 block – SENP7 protease inhibition. 1.5% of 330,000 active. inhibition, % at 5 µM. recombinant SENP7, Z-RLRGG-aminoluciferin luminescence, 40 min;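 active = inhibition above about 50% at the single test dose, limit read from the data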;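 note: plate controls were DMSO with enzyme for no effect and no enzyme buffer wells for full effect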
Target sequence (Q9BQF6 706-1050 limits assumed): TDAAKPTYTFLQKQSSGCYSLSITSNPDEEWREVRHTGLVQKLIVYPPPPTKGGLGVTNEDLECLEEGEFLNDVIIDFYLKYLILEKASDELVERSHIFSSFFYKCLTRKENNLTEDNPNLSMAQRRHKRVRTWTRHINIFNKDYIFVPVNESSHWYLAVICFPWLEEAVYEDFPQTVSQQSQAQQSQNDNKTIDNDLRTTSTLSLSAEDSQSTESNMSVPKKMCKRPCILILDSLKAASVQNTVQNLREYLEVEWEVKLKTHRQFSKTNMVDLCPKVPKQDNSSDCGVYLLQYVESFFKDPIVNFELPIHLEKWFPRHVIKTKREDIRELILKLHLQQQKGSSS
The depositor's hits bear a star; i = inactive; . = no result given. Rows were taken by chance, and some 4.1% of all compounds hit somewhere here.

mol,Apaf-1 inh,SENP1 inh,SENP8 block-1,HKDC1 inhibitor,SENP6 block,NALP3 yeast inh,SENP8 block-2,PfG6PD inh,SENP7 block
O=C(NN=C1CCCC1)c1n[nH]c2c1CCCC2,-13,2,39,9,68*,4,16,-7,45
O=C(Nc1c2c(nn1-c1cccc(Cl)c1)CS(=O)(=O)C2)c1ccc2c(c1)OCO2,-1,-3,-3,-4,-19,2,-22,3,-18
COc1ccc(N(CC(=O)Nc2cc(C)ccc2C)S(=O)(=O)c2c(C)nn(C)c2C)cc1,-2,-21,2,-2,-2,-2,8,-3,5
CCN(CC)C(=O)c1[nH]cnc1C(=O)N[C@@H](CC(C)C)C(=O)OC(C)(C)C,12,-2,-2,-5,8,17,6,-4,-2
CSc1ncnc2c1cnn2-c1ccc(C)cc1C,3,1,3,-6,-14,14,15,6,8
O=C(COC(=O)CNS(=O)(=O)c1c(Cl)cccc1Cl)Nc1ccccc1Sc1ccccc1,17,-3,-2,1,4,0,14,9,4
COc1ccc(CCN2CCC(CN3C(=S)NC[C@@H]3CC(C)C)CC2)cc1OC,.,-1,.,-1,.,.,1,10,.
Cc1cccc(N2CCN(C(=O)Cn3cnc4c3c(=O)n(C)c(=O)n4C)CC2)c1C,1,2,1,-7,-15,29,20,0,8
Cc1ccc(NC(=O)c2cc(S(=O)(=O)N3CCCC3)cn2C)cc1C,17,3,-7,1,-16,9,8,-7,0
Cc1ccc(NS(=O)(=O)c2ccc(C)c(C(=O)Nc3ccc(S(=O)(=O)Nc4onc(C)c4C)cc3)c2)cc1,.,3,.,-3,.,.,6,-16,.
CC(C)(C)NC(=O)C(c1cccs1)N(C(=O)c1csnn1)c1cccc(F)c1 (stereo not drawn),5,3,-8,3,-11,-15,14,-19,-9
Cc1cc(C)cc(N=C2NC(=O)CS2)c1,4,-3,-4,-5,0,18,8,11,4
Cc1cccc(C)c1OCc1cc(C(=O)NC2CCC2)no1,3,1,2,3,-2,27,16,2,1
C/C(=N\NC(=O)CCCNc1ccccc1)c1ccncc1,2,4,-6,-4,-22,25,19,-1,1
Cc1ccc(C(=O)/C=C/c2cc(Br)cc(Br)c2O)o1,25,8,-3,36*,-32,35,-20,-8,0
COc1cc(OC)nc(NC(=O)NS(=O)(=O)c2ccc(OC(F)(F)F)cc2)n1,-10,-3,1,-5,-2,10,0,2,-1
Cc1ccc2cn[nH]c2c1[N+](=O)[O-],-11,2,-5,-1,-14,-7,12,18,-12
COC(=O)C1CCN(C(=O)/C(C)=C\c2ccccc2)CC1,1,0,-10,-8,-1,12,12,10,-9
CCOc1ccc(N(CC(=O)NCc2ccc(C)cc2)S(=O)(=O)c2c(C)[nH]c(=O)[nH]c2=O)cc1,3,3,4,-3,2,16,8,-18,-6
Brc1ccc(-c2nnc3n2-c2ccccc2CC3)cc1,6,3,-16,8,-23,3,16,0,-4
CC(OC(=O)c1ccc2c(=O)n3c(nc2c1)CCC3)C(=O)NC1CCCCC1C (stereo not drawn),-3,-17,0,1,-1,10,-152,-14,2
COc1ccc2sc(NC(=O)CC(C)C)nc2c1,5,-2,-11,-1,17,33,11,4,-7
O=C(NNC(=S)Nc1ccccc1)c1cccc(S(=O)(=O)N2CCOCC2)c1,1,-1,-7,1,-21,14,0,-7,-7
O=C(NC(=S)N1CCOCC1)C12CCC3CC(CC(C3)C1)C2,-8,1,6,2,4,-3,3,7,2
Cc1cc(C)c2c(CN3CCCCC3)cc(=O)oc2c1,2,-2,0,-1,0,14,8,-3,-1
COCCN(CCOC)S(=O)(=O)c1ccc(C(=O)Nc2nnc(C)o2)cc1,-16,3,8,-5,8,9,13,-6,4
Oc1ccc(C[C@H]2CNCCN2CCc2cccc3ccccc23)cc1,6,-2,17,5,3,-3,22,-23,-9
COc1ccc(C(=O)NC2(C(F)(F)F)C(=O)N(Cc3ccco3)C3=C2C(=O)CC(C)(C)C3)cc1OC (stereo not drawn),16,0,0,1,-16,19,-5,2,0
CCc1nc(NCC(C)C)c(C#N)c2c1COC(C)(C)C2,-1,-1,2,-5,4,1,i,-12,0
O=C(CN(C(=O)c1csnn1)c1ccc(F)c(Cl)c1)NCc1ccccc1,6,2,0,-6,-22,21,8,1,-6

Single records, as listed above. Screens in order: Apaf-1 inh | SENP1 inh | SENP8 block-1 | HKDC1 inhibitor | SENP6 block | NALP3 yeast inh | SENP8 block-2 | PfG6PD inh | SENP7 block
O=C(NC(=S)N1CCOCC1)C12CCC3CC(CC(C3)C1)C2 as listed: -8 | 1 | 6 | 2 | 4 | -3 | 3 | 7 | 2
Oc1ccc(C[C@H]2CNCCN2CCc2cccc3ccccc23)cc1 as listed: 6 | -2 | 17 | 5 | 3 | -3 | 22 | -23 | -9
CCOc1ccc(N(CC(=O)NCc2ccc(C)cc2)S(=O)(=O)c2c(C)[nH]c(=O)[nH]c2=O)cc1 as listed: 3 | 3 | 4 | -3 | 2 | 16 | 8 | -18 | -6
C/C(=N\NC(=O)CCCNc1ccccc1)c1ccncc1 as listed: 2 | 4 | -6 | -4 | -22 | 25 | 19 | -1 | 1
O=C(Nc1c2c(nn1-c1cccc(Cl)c1)CS(=O)(=O)C2)c1ccc2c(c1)OCO2 as listed: -1 | -3 | -3 | -4 | -19 | 2 | -22 | 3 | -18

(more compounds)
mol,Apaf-1 inh,SENP1 inh,SENP8 block-1,HKDC1 inhibitor,SENP6 block,NALP3 yeast inh,SENP8 block-2,PfG6PD inh,SENP7 block
O=C(CCC1CCCN(C(=O)CC2=CCCCC2)C1)N1CCN(c2ccccn2)CC1 (stereo not drawn),9,2,0,-12,-2,14,-4,2,5
CC(=O)Oc1ccccc1N(C(C)=O)S(=O)(=O)c1cccc([N+](=O)[O-])c1,-1,2,-12,-4,7,2,12,7,-1
CCO[C@@H]1OC(C(=O)NCc2ccccc2)=C[C@H](C2CCCCC2)[C@H]1CCCO,20,1,2,-2,-4,12,2,4,-1
CC1(C)OC2OC(C(=O)N/N=C/c3ccccc3F)C3OC(C)(C)OC3C2O1 (stereo not drawn),6,1,2,-10,7,10,15,14,4
CC(C)Oc1cccc(C(=O)Nc2ccc(Br)cc2F)c1,7,1,31,4,43,29,6,-26,37
NC1=C(Br)C(=O)c2ccccc2C1=O,71*,3,54*,-11,76*,29,104*,-155,49
COc1ccc(Br)cc1CNC(=O)C1CCN(S(=O)(=O)N2CCCCC2)CC1,-4,3,-6,-11,-12,7,11,-11,11
COc1cccc(C2=CC(=O)C[C@H](c3ccc(Cl)cc3)C2)c1,23,1,-8,3,-18,8,-12,20,-6
CCN(CC)C(=O)/C(=C\c1ccc2c(c1)OCO2)NC(=O)c1ccc(Br)cc1,-6,-87,-14,-9,-25,9,-4,9,-8
COc1ccc(SCCN2CC[C@@H](NC(=O)OCc3ccccc3)CCC2=O)cc1,2,2,5,1,-17,15,15,5,4
CCOC(=O)CC(NC(=O)c1ccco1)c1ccc(C)cc1 (stereo not drawn),4,0,1,0,6,4,10,0,2
COc1ccc(Cl)cc1NC(=O)C/C(C)=N/NC(=O)c1ccccc1[N+](=O)[O-],11,1,-5,-6,14,31,14,-13,3
O=C(COc1ccc([N+](=O)[O-])cc1)N/N=C/c1ccccn1,-5,0,0,-3,-6,4,18,-5,2
CCCCn1c(CNC(C)=O)nc2ccccc21,2,1,-10,-3,-17,12,7,1,16
Cc1ccc(N2CCCn3c2cc(C)c(C#N)c3=O)cc1C,2,-4,2,2,-2,-13,-282,21,-5
COc1cc(NC(=O)c2ccc(F)cc2)ccc1NC(=O)c1cc2ccccc2o1,-3,-1,13,-5,-16,7,-420,6,0
O=c1[nH]c(SCc2cccc(Cl)c2)nc2ccccc12,7,1,-4,2,-14,19,6,14,2
O=C(Nc1ccccc1Cl)Nc1ccccc1Cl,-20,0,-8,-8,-8,-4,8,-2,4
CC(=O)Nc1ccc(N=Nc2ccccc2)cc1,1,2,-1,8,30,29,23,0,8
CN1C[C@@H]2[C@@H]3C(=O)N(Cc4ccccc4)C(=O)[C@@H]3[C@](C)(C1=O)N2C(=O)c1ccc(F)cc1,.,2,.,-4,.,.,17,1,.
COc1ccc(/C=C2\N=C(SC)N(c3ccccc3OC)C2=O)cc1,14,-23,1,7,5,17,-150,32,2
Cn1c(-c2ccc(F)cc2)cnc1NCc1ccc(F)cc1,1,0,-6,-2,-5,20,14,6,-2
CCOc1ccc(OCC)c(S(=O)(=O)N2CCCCC2)c1,9,2,0,-7,-9,-9,18,-8,11
O=S1(=O)CCN2N=C(C3CC3)SC2=N1,-16,1,3,6,-4,10,4,-5,-3
Cc1cc(C(=O)N/N=C/c2cc([N+](=O)[O-])cc(C)c2O)n[nH]1,.,-26,.,-26,.,.,3,-15,.
O=S(=O)(c1ccc(Cl)cc1)N1CCCC1c1nc(-c2ccc(Cl)cc2)no1 (stereo not drawn),28,0,-1,2,-3,35,28,24,-5
CCC(=O)Nc1ccc(C=C(C(C)=O)C(C)=O)cc1,-1,1,4,-6,2,11,21,-9,2
CS(=O)(=O)c1ccc(C(=O)NC(Cc2ccccc2)c2ccccc2)cc1 (stereo not drawn),6,1,-1,0,3,18,11,-7,2
CCOCCCNC(=O)c1c[nH]c2ccc(OCC)cc2c1=O,-2,2,-1,-7,1,14,-10,-3,-3
O=C(Nc1cccc(C(F)(F)F)c1)OCc1ccncc1,-8,2,-2,3,-10,-6,16,7,0

5 compounds drawn at random from those above, as already listed:
mol,Apaf-1 inh,SENP1 inh,SENP8 block-1,HKDC1 inhibitor,SENP6 block,NALP3 yeast inh,SENP8 block-2,PfG6PD inh,SENP7 block
O=C(Nc1cccc(C(F)(F)F)c1)OCc1ccncc1,-8,2,-2,3,-10,-6,16,7,0
CN1C[C@@H]2[C@@H]3C(=O)N(Cc4ccccc4)C(=O)[C@@H]3[C@](C)(C1=O)N2C(=O)c1ccc(F)cc1,.,2,.,-4,.,.,17,1,.
CC1(C)OC2OC(C(=O)N/N=C/c3ccccc3F)C3OC(C)(C)OC3C2O1 (stereo not drawn),6,1,2,-10,7,10,15,14,4
CCC(=O)Nc1ccc(C=C(C(C)=O)C(C)=O)cc1,-1,1,4,-6,2,11,21,-9,2
COc1ccc(Cl)cc1NC(=O)C/C(C)=N/NC(=O)c1ccccc1[N+](=O)[O-],11,1,-5,-6,14,31,14,-13,3

Some entries already given, reduced to SENP6 block.
SMILES	SENP6 block
COC(=O)C1CCN(C(=O)/C(C)=C\c2ccccc2)CC1	-1
CCCCn1c(CNC(C)=O)nc2ccccc21	-17
CC(C)(C)NC(=O)C(c1cccs1)N(C(=O)c1csnn1)c1cccc(F)c1 (stereo not drawn)	-11
O=C(CN(C(=O)c1csnn1)c1ccc(F)c(Cl)c1)NCc1ccccc1	-22
